# LMPTP inh – LMPTP (human) inhibition. P24666. inhibition, % at 20 µM. hit rate 0.22% among 360,000. recombinant LMPTP-A, OMFP fluorogenic substrate, fluorescence intensity;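 active = compounds that cut the enzyme signal by at least half of the control window in the single-dose screen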;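 note: plate controls were DMSO wells with enzyme plus substrate for no effect and substrate without enzyme for full effect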
#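 material = LMPTP-A | quantity = 0.625 nM enzyme | reagent = OMFP substrate, 400 µM final | buffer or medium = Bis-Tris pH 6.0, DTT, detergent | detection = endpoint fluorescence intensity from OMFP dephosphorylation | dosing = single 20 µM dose | read-out basis = % inhibition relative to no-enzyme and uninhibited control wells | control set = no-enzyme and uninhibited controls | timing = 50 min at room temperature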
# Scp1 inh – blocks human Scp-1 phosphatase activity | hit rate 0.88% among 340,000 | Recombinant Scp1, phosphopeptide, malachite green phosphate absorbance | inhibition, % at 20 µM;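 active = inhibition above about 50% at 20 µM, limit read from the data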;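 note: plate controls were DMSO wells with enzyme for no effect and wells lacking enzyme for full effect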
#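 Test system: SCP-1 phosphatase catalytic domain, residues 76-261 | Compound dosing: One concentration, 20 µM, with 1.0% DMSO | Schedule: 45 min room-temperature reaction, 5 min colour, 30 min stabiliser | Detection: Absorbance at 630 nm | Read-out basis: % inhibition of SCP-1 phosphate liberation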
# Rin1-Abl PPI inh – human Rin1-Abl interaction inhibition. P00519+Q13671. TR-FRET Rin1/Abl binding, biochemical. inhibition, % at 7.35 µM. hit rate 0.4% among 360,000. AID 588664; in the data active = inhibition above about 5%, passing the limit was not always enough
# CSN inh – inhibitors of human CSN-mediated cullin deneddylation; Q92905; Purified CSN, SCF-Nedd8-OG deneddylation, fluorescence polarization; inhibition, % at 12.5 µM; hit rate 0.38% among 360,000; AID 651999;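 active = pattern-corrected inhibition above about 35%, with an unprinted fluorescence ratio check between 0.5 and 1.5, limit read from the data, passing the limit was not always enough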;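 note: 0% = enzyme with substrate and 100% = substrate without enzyme; some results filed as inactive read as strong as hits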
#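 assay system = purified human Csn5 enzyme expressed in HEK293T cells | amount = 0.24 nM enzyme | buffer or medium = Tris/NaCl/DTT buffer, pH 7.5 | reagent = 10 nM SCFSkp2-Nedd8OG | compound = one concentration, 12.5 µM, 0.25% DMSO | times = 90 min reaction at room temperature | signal = FP | read-out basis = % inhibition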
# Neddylation inh – inhibitors of human cullin neddylation | calls only at 25 µM | hit rate 0.58% among 360,000 | TR-FRET cullin neddylation, biochemical | AID 651699; in the data active = inhibition above about 36%
# Target sequence (P61081 whole entry, looked up): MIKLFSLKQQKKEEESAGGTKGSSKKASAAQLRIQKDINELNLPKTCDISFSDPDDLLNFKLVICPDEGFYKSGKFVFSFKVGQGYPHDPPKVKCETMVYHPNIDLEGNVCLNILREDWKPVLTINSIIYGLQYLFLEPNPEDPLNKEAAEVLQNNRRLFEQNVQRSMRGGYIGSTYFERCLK
# Target sequence (Q13564 whole entry, looked up): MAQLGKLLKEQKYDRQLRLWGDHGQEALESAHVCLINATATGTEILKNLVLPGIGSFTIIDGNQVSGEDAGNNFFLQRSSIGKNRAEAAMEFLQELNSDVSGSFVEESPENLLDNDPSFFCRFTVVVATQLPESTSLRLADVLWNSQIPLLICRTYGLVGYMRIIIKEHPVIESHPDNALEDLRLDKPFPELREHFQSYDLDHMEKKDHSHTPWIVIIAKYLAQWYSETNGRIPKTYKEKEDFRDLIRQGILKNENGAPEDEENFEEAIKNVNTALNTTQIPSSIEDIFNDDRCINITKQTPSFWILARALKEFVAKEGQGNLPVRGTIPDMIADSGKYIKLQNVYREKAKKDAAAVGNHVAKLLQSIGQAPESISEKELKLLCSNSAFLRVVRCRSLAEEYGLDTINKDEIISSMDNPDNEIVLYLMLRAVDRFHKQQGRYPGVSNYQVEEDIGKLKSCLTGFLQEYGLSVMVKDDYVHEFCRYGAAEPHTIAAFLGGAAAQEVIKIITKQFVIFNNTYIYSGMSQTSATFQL
# STEP inh – STEP (human) phosphatase inhibition | recombinant STEP, OMFP fluorogenic substrate, fluorescence | AID 588621 | inhibition, % at 20 µM | P54829 | hit rate 0.25% among 360,000;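 active = inhibition at 20 µM, scaled per plate between control wells, above about 37%, limit read from the data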;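 note: 0% = DMSO with enzyme and substrate and 100% = substrate only without enzyme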
#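 Assay system: isolated STEP enzyme. Buffer or medium: pH 6.0 Bis-Tris with DTT and Tween 20. Also added: fluorogenic phosphatase substrate OMFP at 25 µM final. Dosing: 20 µM, 1% DMSO. Timing: 20 min reaction, room temperature, in the dark. Measured by: fluorescence intensity, excitation 480 nm, emission 540 nm. Evaluation: normalized % inhibition.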
# NadD block – inhibitors of Staphylococcus aureus NadD; purified NadD enzyme, colorimetric absorbance read-out; inhibition, % at 20 µM; hit rate 0.78% among 360,000; in the data active = inhibition above about 26%; note: some compounds past the cut are filed as inactive
# SUMO1 PPI mod – modulators of human SUMO1-mediated protein-protein interactions. AID 602429. hit rate 0.33% among 360,000. inhibition, % at 20 µM. SUMO1 binding to a labelled peptide, TR-FRET, 1 h. P63165; in the data active = inhibition above about 37%
# Rpn11 block – blocks the human proteasome subunit Rpn11; O00487; human 26S proteasome, Ub4-pepOG fluorescence polarization; 20S core pre-blocked with epoxomicin; calls only at 20 µM; hit rate 0.59% among 360,000; AID 588493;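 active = inhibition at 20 µM, scaled to each plate's controls, above about 33%, limit read from the data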
# Target sequence (O00487 whole entry, looked up): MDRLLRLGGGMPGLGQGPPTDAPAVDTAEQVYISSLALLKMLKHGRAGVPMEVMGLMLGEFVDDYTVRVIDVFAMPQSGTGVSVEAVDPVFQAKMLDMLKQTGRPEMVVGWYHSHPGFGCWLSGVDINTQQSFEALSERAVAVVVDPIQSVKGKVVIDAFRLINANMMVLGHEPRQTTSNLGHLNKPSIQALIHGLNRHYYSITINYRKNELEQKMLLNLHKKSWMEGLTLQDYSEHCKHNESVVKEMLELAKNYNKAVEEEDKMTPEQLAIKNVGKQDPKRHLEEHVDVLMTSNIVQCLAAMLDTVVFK
# DNMT1 inh – inhibitors of human DNMT1. inhibition (reported as % activation of signal), % at 10 µM. DNMT1 molecular beacon, Hinp1I cleavage, fluorescence. P26358. hit rate 0.83% among 360,000; in the data active = inhibition above about 50%
# Starred values were filed as active, the others as inactive; i = inactive; · = no result given; + = active, no number.
SMILES,LMPTP inh,Scp1 inh,Rin1-Abl PPI inh,CSN inh,Neddylation inh,STEP inh,NadD block,SUMO1 PPI mod,Rpn11 block,DNMT1 inh
COCCNc1nnc(SCC(=O)Nc2cc(C)on2)s1,-1.6,-6.5,2.2,-1.0,i,3.2,0.5,1.9,i,-0.9
COc1ccc(CNC(=O)CC[C@H]2O[C@@H](n3cnc4c(NC(=O)c5ccccc5)ncnc43)[C@H](O)[C@@H]2O)cc1,-0.4,·,3.8,2.9,i,1.8,-4.1,1.8,i,1.4
O=C(c1ccc(N2CCOCC2)cc1)N1CCCC(Nc2ccccc2)C1 (configuration not stated),-0.2,-6.2,-0.4,0.0,i,2.2,-2.3,4.6,i,-0.7
O=C(O)c1ccc(CN2C[C@@H](CO)O[C@@H](n3cnc4c(N5CCOCC5)ncnc43)C2)cc1,-0.5,·,2.3,1.8,i,0.9,3.6,4.5,i,-0.1
Nc1ncnc2c1ncn2[C@@H]1O[C@H](C(=O)NS(=O)(=O)c2cccc(F)c2)[C@@H](O)[C@H]1O,-2.4,·,3.9,-1.6,i,-2.9,-4.7,0.3,i,2.5
COc1cc(OC)c(NC(=O)CN(C)S(=O)(=O)c2ccc(-c3ccc(=O)[nH]n3)s2)cc1Cl,3.2,9.3,-4.2,-0.9,i,7.9,19.0,5.0,i,-9.3
O=S(=O)(CCN1CCOCC1)c1ccccc1,-1.6,4.5,0.0,-0.7,i,0.3,-6.0,7.7,i,-0.9
CC(C)c1ccc(NC(=O)Cn2nnc(C(=O)NCc3ccco3)c2N)cc1,2.5,-3.5,-2.3,0.2,i,0.6,-0.7,-1.9,i,6.7
COC(=O)[C@]1(C)N[C@H](CN(C)C(=O)C2CCCCC2)[C@@H]2C(=O)N(Cc3ccccc3)C(=O)[C@@H]21,-2.4,-4.2,0.5,-0.8,i,4.1,-4.6,0.9,i,1.5
CS(=O)(=O)c1ccc(Cl)c(NC(=O)C2CC(=O)N(c3ccc4c(c3)OCCO4)C2)c1 (configuration not stated),0.6,0.0,-3.1,2.2,i,0.8,4.2,6.1,i,-0.6
Cc1c(NC(=O)CSc2nnnn2C)c(=O)n(-c2ccccc2)n1C,-0.4,-7.0,2.8,0.9,i,-0.1,7.6,-4.1,i,2.3
CC(C)N1C(=O)S/C(=C/c2ccc3c(c2)n(C)c(=O)n3C)C1=O,0.0,-5.2,2.6,1.9,i,-3.4,-7.1,-23.3,i,0.5
N#C/C(=C\c1ccccc1O)C(=O)Nc1cccnc1,2.5,-9.4,-2.4,0.6,i,-1.8,1.3,-18.6,i,-4.3
O=C(c1ccccn1)N1CCCC(N2CCN(c3cccc(C(F)(F)F)c3)CC2)C1 (configuration not stated),-0.6,-3.5,1.6,-5.1,i,-0.7,0.6,-7.4,i,-3.5
Cc1cc(C)c(C#N)c(Nc2ccccc2Cl)n1,-0.3,-2.3,-0.1,-2.2,i,1.2,-5.7,2.2,i,5.7
C/C(=N\Nc1cccc(C(=O)O)c1)c1ccc2c(c1)Nc1ccccc1S2,2.8,11.2,0.6,3.6,i,3.2,-2.4,2.2,i,-1.5
N#Cc1cc2c([nH]c1=S)CCCC2,-1.4,6.5,-0.5,-9.6,i,-1.3,6.1,-0.4,i,-1.3
CC(NC(=O)/C(=C/c1ccc(OC(F)F)cc1)c1ccccc1)c1ccccc1 (configuration not stated),6.2,-6.5,2.7,0.3,i,-1.1,1.5,-6.2,i,-4.5
Cc1cccc(-c2cc(=O)c(C(=O)O)cn2-c2ccc(F)cc2F)c1,-1.4,4.1,1.6,-3.2,i,1.9,3.6,4.2,i,-2.6
CC1CC(=O)C2=C(C1)Nc1ccccc1SC2c1ccc(F)cc1 (configuration not stated),0.6,6.6,-0.9,0.7,i,0.1,2.7,-0.9,i,-6.3
Cc1ccc2c(c1)N(CC(=O)NCc1cccs1)C(=O)C(C)O2 (configuration not stated),-1.7,-2.2,-1.9,3.0,i,-2.0,-0.1,3.8,i,0.1
CC1=C(C(=O)N2CCOCC2)CC(CC(=O)NCc2cccs2)C(=O)N1Cc1ccc(C(C)(C)C)cc1 (configuration not stated),-0.6,·,0.8,-4.4,i,-1.3,8.0,2.6,i,5.9
O=C(O)CCSc1ccc([N+](=O)[O-])cc1[N+](=O)[O-],2.1,9.2,0.4,-10.0,i,1.2,5.9,-30.5,i,9.2
CCOC(=O)C1CCCN(C(=O)Cc2ccc(OC)c(OC)c2)C1 (configuration not stated),-1.2,10.9,-0.3,-1.4,i,-2.3,-4.1,-4.2,i,-3.8
COc1ccccc1N1CCN(C(=O)c2cc(C(=O)N3CCN(c4ccccc4OC)CC3)cc([N+](=O)[O-])c2)CC1,-1.7,-1.2,0.8,-1.5,i,-0.8,-2.6,-9.8,i,-2.1

# Random excerpt: 3 compounds from above
SMILES,LMPTP inh,Scp1 inh,Rin1-Abl PPI inh,CSN inh,Neddylation inh,STEP inh,NadD block,SUMO1 PPI mod,Rpn11 block,DNMT1 inh
COc1ccccc1N1CCN(C(=O)c2cc(C(=O)N3CCN(c4ccccc4OC)CC3)cc([N+](=O)[O-])c2)CC1,-1.7,-1.2,0.8,-1.5,i,-0.8,-2.6,-9.8,i,-2.1
Cc1c(NC(=O)CSc2nnnn2C)c(=O)n(-c2ccccc2)n1C,-0.4,-7.0,2.8,0.9,i,-0.1,7.6,-4.1,i,2.3
CC(C)c1ccc(NC(=O)Cn2nnc(C(=O)NCc3ccco3)c2N)cc1,2.5,-3.5,-2.3,0.2,i,0.6,-0.7,-1.9,i,6.7

# Continued:
SMILES,LMPTP inh,Scp1 inh,Rin1-Abl PPI inh,CSN inh,Neddylation inh,STEP inh,NadD block,SUMO1 PPI mod,Rpn11 block,DNMT1 inh
O=C(c1ccc2c(Cl)c3c(nc2c1)CCCC3)N1CCC(N2CCCCC2)CC1,-0.2,-9.2,-2.7,1.4,i,0.8,-3.1,-15.9,i,3.0
FC(F)(F)c1ccc(-n2cn[nH]c2=S)cc1,-2.4,-7.2,1.3,-0.1,i,3.8,5.4,-0.8,i,-1.8
COc1ccc(NC(=O)c2oc3ccccc3c2CSC)cn1,1.5,-0.8,1.3,0.2,i,-3.0,-6.0,-4.1,i,-7.5
CCn1c(SCC(=O)c2ccc3ccccc3c2)nnc1-c1ccco1,-0.2,-0.2,2.3,5.4,i,-6.0,13.4,-10.3,i,-1.8
O=C(Cc1ccc(-n2c(=O)c3ccccc3n(Cc3ccccc3Cl)c2=O)cc1)NCC1CCCO1 (configuration not stated),-1.3,-2.7,-3.6,1.0,i,-0.2,3.4,-2.2,i,-3.5
CCOc1ccc(NC(=O)C2(c3ccc(OC)c(OC)c3)CCCC2)cc1,-0.5,-14.1,-2.1,-5.9,i,-0.5,-5.7,0.5,i,-1.4
CC(C)(C)c1ccc(CC(=O)N2CCC2(C)C(=O)NS(=O)(=O)c2cccc(OC(F)F)c2)cc1 (configuration not stated),-1.0,·,0.3,-0.5,i,1.1,1.2,0.9,i,-0.3
CC1CC(C)CN(C(=O)Cn2c(=O)oc3cc(S(=O)(=O)N4CCCC4)ccc32)C1 (configuration not stated),-1.2,-3.1,3.1,4.0,i,-1.4,-5.3,-3.9,i,-5.6
Cc1cccc2nc(Cn3c(=O)n(CCCC(=O)NCc4ccco4)c(=O)c4ccccc43)cc(=O)n12,-1.3,18.8,-2.7,-1.5,i,2.8,2.9,-12.8,i,4.9
O=C(OCn1nnc2ccccc2c1=O)c1cn(-c2ccccc2)nc1-c1cccnc1,3.0,-6.7,-3.6,-1.0,i,1.0,4.5,2.1,i,-3.7
CCOc1ccccc1C(=O)NCC(=O)N(C)CC(=O)Nc1ccc(N2CCOCC2)cc1,0.1,·,-1.9,-3.5,i,-0.7,1.4,3.5,i,2.5
CCOC(=O)c1c(NC(=O)c2cccs2)sc2c1CC(C)(C)OC2,5.1,-16.5,-0.9,-3.8,·,5.2,-3.7,-2.0,i,-4.8
CC(C)Oc1ccc(Oc2ccc(C(F)(F)F)cn2)cc1,1.8,-6.1,0.2,2.6,i,-13.3,-2.2,-3.0,i,7.1
COc1cccc(CNC(=O)c2cc3oc4ccccc4c3n2C)c1OC,-2.6,-20.7,0.8,1.9,i,-1.4,-8.3,-1.7,i,0.5
COc1cc(OC)cc(C2=Cc3ccc(OC)cc3C(CC(C)=O)N2c2ccc(-c3cccs3)cc2)c1 (configuration not stated),2.3,·,·,3.7,i,·,14.4,-3.1,·,·
CC(=O)Nc1nc2c(C)c(Cl)ccc2s1,-2.2,-1.7,0.1,-4.5,i,0.5,-5.7,-5.4,i,0.3
CC1CC(C)(C)CC2(C1)NC(=O)N(CC(=O)Nc1cc(C(F)(F)F)ccc1N1CCCCC1)C2=O (configuration not stated),-16.2,-4.8,1.2,0.1,i,-1.1,41.8*,-47.0,i,-25.6
O=C(O)CN1C(=O)/C(=C\c2cccc(OCc3ccc(Cl)cc3Cl)c2)SC1=S,9.9,13.0,-0.3,17.2,i,29.7,30.3*,25.4,i,46.0
Nc1ccn(CC(=O)NCCc2ccccn2)c(=O)n1,0.9,-0.2,-2.3,0.5,i,-0.6,1.7,-1.6,i,1.4
COC(=O)C1=CN(c2ccc(OC)cc2)C=C(C(=O)OC)C1c1cc(OC)c(OC)cc1OC,0.8,-7.2,-0.9,4.5,+,-1.7,-3.8,-25.9,i,-1.4
Cc1cccc(OC(C)c2ccnc3nc(/N=C/N(C)C)nn23)c1 (configuration not stated),0.3,-3.8,1.9,2.8,·,0.5,-4.3,-3.0,i,-3.9
c1ccc2c(c1)CN1C(=N2)COc2ccccc2C1c1nc2ccccc2[nH]1 (configuration not stated),0.4,·,·,-5.8,i,·,-1.6,-0.9,·,·
CC1CCN(Cc2c(C#N)c3ccccc3n2C)CC1,-0.2,-5.0,1.1,0.1,i,-4.7,4.7,-5.5,i,-2.9
O=C(c1cc([N+](=O)[O-])ccc1N1CCN(S(=O)(=O)c2ccc(Cl)c(Cl)c2)CC1)N1CCOCC1,-0.1,-4.6,-4.6,-3.3,i,1.7,4.7,-22.9,i,-0.7
COc1ccccc1N1CCN(S(=O)(=O)c2c(C)ccc3nsnc23)CC1,-0.3,6.0,-1.0,-11.4,i,0.6,-10.2,-18.7,i,5.0
COc1ccc(OCC(O)CNC(=O)Nc2ccc(Cl)cc2)cc1 (configuration not stated),-1.1,33.5,-2.6,-0.4,i,2.0,-0.9,-0.9,i,-1.1
COc1cc(OC)c(C(=O)c2ccccc2[N+](=O)[O-])c(OC)c1,-1.0,·,-1.4,1.2,i,1.8,-5.9,-10.3,i,-2.0

# Records above that bear a hit mark in Neddylation inh.
compound	LMPTP inh	Scp1 inh	Rin1-Abl PPI inh	CSN inh	Neddylation inh	NadD block	SUMO1 PPI mod	Rpn11 block	DNMT1 inh
COC(=O)C1=CN(c2ccc(OC)cc2)C=C(C(=O)OC)C1c1cc(OC)c(OC)cc1OC	0.8	-7.2	-0.9	4.5	+	-3.8	-25.9	i	-1.4

# Screens (PubChem BioAssay)
